High-throughput results deposited in PubChem BioAssay by Broad Institute.
GASC1 inh: KDM4C (human) demethylase inhibition; 96,000 compounds, 0.15% hits; Q9H3R0; inhibition, % at 12.5 µM; AID 720574; GST-KDM4C 2-372, H3K9me3 peptide, LANCE TR-FRET;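 active = mean replicate inhibition above about 25%, with at least 55% of replicates also reaching it, limit read from the data, passing the limit was not always enough; inconclusive = only one of those two conditions met; inactive = neither condition met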
Target sequence (Q9H3R0 2-372 limits assumed): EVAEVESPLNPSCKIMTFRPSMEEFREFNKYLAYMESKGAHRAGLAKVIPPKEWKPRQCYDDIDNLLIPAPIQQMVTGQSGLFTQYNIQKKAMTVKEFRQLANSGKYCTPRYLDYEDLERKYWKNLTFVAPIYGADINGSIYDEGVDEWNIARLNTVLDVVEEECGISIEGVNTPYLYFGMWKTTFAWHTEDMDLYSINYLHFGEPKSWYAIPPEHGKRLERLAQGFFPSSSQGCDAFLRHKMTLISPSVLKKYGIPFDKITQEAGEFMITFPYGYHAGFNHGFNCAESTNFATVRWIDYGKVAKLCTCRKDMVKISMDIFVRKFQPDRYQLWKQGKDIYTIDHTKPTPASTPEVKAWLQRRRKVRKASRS
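Material: GST-tagged GASC-1 (JMJD2C) catalytic fragment, aa 2-372 / Quantity: enzyme final amount 10 nM / Medium: HEPES buffer, pH 7.5, plus ascorbate / Doses: one test concentration per compound / Incubation: 30 min reaction, 60 min detection, RT / Measured by: LANCE TR-FRET / Read-out: inhibition from TR-FRET ratio decrease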
C diff HTS: C. difficile growth inhibition. Clostridium difficile clinical isolate growth, OD600, 24 h; active compounds read low. growth activity, negative = inhibition, % at 16 µg/mL (by protocol). 86,000 compounds, 0.25% hits;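 active = mean growth activity at or below -80% and every replicate also at or below -80%; inconclusive = mean at or below -80% but some replicate above -80%; inactive = mean growth activity above -80%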;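 also: 0% = DMSO wells and -100% = levofloxacin 16 µg/mL wells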
Pf Dd2 inh: inhibitors of Plasmodium falciparum Dd2 growth. P. falciparum Dd2 growth, SYBR Green, 72 h; active compounds read low. activity change, % at 10 µM. 94,000 compounds, 2.3% hits. AID 1159554; in the data active = activity change below about -80%; inconclusive = no clear call, values can overlap the other calls
Tcruzi prolif: T. cruzi proliferation inhibition. T. cruzi beta-gal in NIH3T3, GalScreen luminescence, 90 h. inhibition, % at 8.34 µM. 77,000 compounds, 5.9% hits;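 active = mean inhibition above about 93%, with at least 55% of replicates each passing it, limit read from the data, passing the limit was not always enough; inconclusive = only one of those two conditions holds; inactive = neither condition holds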
* marks the source's active call; other numbers are inactive results; ? = inconclusive; . = not tested or not shown; & = joins results of further samples.

Sequence of screens: Pf Dd2 inh, GASC1 inh, Tcruzi prolif, C diff HTS
> C[C@H]1CN([C@@H](C)CO)C(=O)c2cc(NS(=O)(=O)c3ccc(F)cc3)ccc2O[C@H]1CN(C)Cc1ccc(C(=O)O)cc1
  36, 0.6, 13, 0
> CO[C@@H]1CN(C)C(=O)c2cc(NC(C)=O)ccc2OC[C@@H](C)N(Cc2nccs2)C[C@@H]1C
  17, 0.5, -62, -4
> CN(C)CCCNC(=O)[C@@H]1[C@@H](CO)[C@@H]2Cn3c(ccc(-c4ccncc4)c3=O)[C@H]1N2C(=O)C1CC1
  17, 0.3, 24, 1
> CC(C)CC#Cc1ccc([C@@H]2[C@@H](CO)N3C(=O)CN(C(=O)Nc4cc(F)ccc4F)C[C@@H]23)cc1
  -6, -0.3, ., 49
> C[C@H]1CN([C@@H](C)CO)C(=O)c2cc(NC(=O)Cc3cn(C)c4ccccc34)ccc2O[C@H]1CN(C)Cc1ccc2c(c1)OCO2
  7, -0.6, ., -6
> CCCC(=O)Nc1ccc2c(c1)C(=O)N(C)C[C@@H](OC)[C@H](C)CN(Cc1ccccc1C(=O)O)[C@H](C)CO2
  18, -1.4, 14, .
> COCC#Cc1ccc2c(c1)O[C@@H](CN(C)Cc1ccccc1)[C@@H](C)CN([C@H](C)CO)S2(=O)=O
  -35, -0.5, 66, 4
> O=C(c1cnccn1)N1CC(=O)N2[C@H](CO)[C@H](c3ccc(C#CCC4CCCC4)cc3)[C@H]2C1
  -12, 0.4, ., -23
> C/C=C/c1ccc([C@@H]2[C@@H](CO)N3CCCCN(C(=O)Nc4ccccc4F)C[C@H]23)cc1
  -8, -0.9, 39, 0
> C/C=C/c1ccc2c(c1)O[C@H](CN(C)C(=O)C1CCC1)[C@H](C)CN([C@H](C)CO)S2(=O)=O
  21, 3.8, 51, .
> C[C@@H]1CN([C@H](C)CO)S(=O)(=O)c2ccc(-c3ccncc3)cc2O[C@@H]1CN(C)C(=O)CC1CC1
  -3, 5.0, 30, 0
> C[C@@H]1CCCCO[C@@H](CN(C)Cc2ccc(C(=O)O)cc2)[C@@H](C)CN([C@@H](C)CO)C(=O)c2cc(NC(=O)Nc3ccccc3)ccc2O1
  5, 0.4, 42, 0
> C[C@@H]1CN([C@H](C)CO)C(=O)c2cc(NS(=O)(=O)c3cccs3)ccc2O[C@@H](C)CCCCO[C@@H]1CN(C)C
  21, 0.9, 46, 1
> C[C@H](CO)N1C[C@H](C)[C@H](CN(C)C(=O)NC2CCCCC2)Oc2ccc(NS(=O)(=O)c3ccc(Cl)cc3)cc2CC1=O
  -62, 0.3, ., 0
> C[C@@H]1CCCCO[C@@H](CN(C)S(=O)(=O)c2ccccc2)[C@H](C)CN([C@H](C)CO)C(=O)c2cc(NC(=O)c3ccccc3)ccc2O1
  -72, -0.2, 13, .

Two records picked at random from those above:
Sequence of screens: Pf Dd2 inh, GASC1 inh, Tcruzi prolif, C diff HTS
> CC(C)CC#Cc1ccc([C@@H]2[C@@H](CO)N3C(=O)CN(C(=O)Nc4cc(F)ccc4F)C[C@@H]23)cc1
  -6, -0.3, ., 49
> C[C@H]1CN([C@@H](C)CO)C(=O)c2cc(NC(=O)Cc3cn(C)c4ccccc34)ccc2O[C@H]1CN(C)Cc1ccc2c(c1)OCO2
  7, -0.6, ., -6

(continued)
Sequence of screens: Pf Dd2 inh, GASC1 inh, Tcruzi prolif, C diff HTS
> O=C(C[C@H]1C[C@H]2c3cc(NC(=O)NC4CCCCC4)ccc3O[C@H]2[C@H](CO)O1)NCC1CC1
  44, 2.5, 45, .
> Cc1ccc(S(=O)(=O)N(C)C[C@@H]2Oc3ccc(N(C)C)cc3C(=O)N([C@@H](C)CO)C[C@@H]2C)cc1
  2, 4.0, ., 7&-7
> Cc1ccc(S(=O)(=O)N[C@@H]2CC[C@@H](CC(=O)N3CCc4ccccc4C3)O[C@@H]2CO)cc1
  -5, 1.3, -24, .
> C[C@@H]1CN([C@H](C)CO)C(=O)Cc2cc(NS(=O)(=O)c3cccs3)ccc2O[C@@H]1CN(C)Cc1ccc(Oc2ccccc2)cc1
  -24, 12, 33, 12
> O=C(Cc1ccncc1)NCC[C@@H]1CC[C@H](NC(=O)C2CCCC2)[C@@H](CO)O1
  -2, -0.1, ., -1
> CS(=O)(=O)N1CCCCN2[C@H](C1)[C@@H](c1ccc(Br)cc1)[C@@H]2CO
  -4, -0.6, 25, -4
> COc1cccc(NC(=O)N[C@H]2CC[C@H](CC(=O)N3CCN(C)CC3)O[C@H]2CO)c1
  9, 1.0, -13, 3
> N#C[C@@H]1[C@H](c2ccccc2C2=CCCC2)[C@@H](CO)N1S(=O)(=O)c1ccccc1
  -21, -1.7, ., 7
> Cc1ccc(S(=O)(=O)Nc2ccc3c(c2)C(=O)N([C@@H](C)CO)C[C@@H](C)[C@H](CN(C)C(=O)Nc2ccccc2)OCCCC[C@@H](C)O3)cc1
  -27, 0.8, 10, .
> Cc1ccc(S(=O)(=O)N(C)C[C@@H]2OCCCC[C@H](C)Oc3ccc(NS(=O)(=O)c4c(C)noc4C)cc3C(=O)N([C@@H](C)CO)C[C@@H]2C)cc1
  -59, -0.9, 43, -11
> O=C(C[C@H]1C[C@H]2c3cc(NC(=O)Nc4ccc(C(F)(F)F)cc4)ccc3O[C@H]2[C@@H](CO)O1)NCc1cc(F)ccc1F
  -32, -1.4, 41, -8
> C[C@H](CO)N1C[C@H](C)[C@H](CN(C)CC2CC2)Oc2c(NS(=O)(=O)c3ccc(Cl)cc3)cccc2C1=O
  -7, -0.2, 45, 2
> CO[C@@H]1CN(C)C(=O)c2ccc(NC(=O)Cc3ccccc3)cc2OC[C@@H](C)N(C(=O)c2ccccc2F)C[C@@H]1C
  -58, 0.6, ?, .
> CN1C[C@H]2[C@@H](c3ccccc31)[C@H](CO)N2C(=O)C1CCOCC1
  5, 1.4, 11, -8
> O=C(c1ccccc1)N1CC[C@@H]2[C@@H](CO)Nc3ccc(C#Cc4ccccc4F)cc3[C@@H]21
  -53, 0.7, 101*, 91

Sequence of screens: Pf Dd2 inh, GASC1 inh, Tcruzi prolif, C diff HTS
> C[C@H]1CN([C@@H](C)CO)C(=O)c2cc(NC(=O)Cc3cn(C)c4ccccc34)ccc2O[C@H]1CN(C)C
  -12, 10, ., 1
> Cc1cccc(S(=O)(=O)N2CCCCN3[C@H](C2)[C@H](c2ccc(C#C[C@H](C)O)cc2)[C@@H]3CO)c1
  -17, 0.9, 110*, 16
> COc1ccc(S(=O)(=O)N(C)C[C@H]2OCCCC[C@H](C)Oc3ccc(NS(=O)(=O)c4ccc(F)cc4)cc3C(=O)N([C@@H](C)CO)C[C@H]2C)cc1
  -80, 0.5, 74, -2
> C[C@@H]1CN([C@H](C)CO)C(=O)c2cccc(NS(=O)(=O)c3ccccc3)c2O[C@H]1CN(C)S(=O)(=O)c1cccs1
  1, -0.7, 18, -9
> Cc1ccc(S(=O)(=O)N(C)C[C@@H]2Oc3ccc(NC(=O)Nc4ccccc4)cc3CC(=O)N([C@@H](C)CO)C[C@@H]2C)cc1
  -50, 0.0, 17, 11
> Cc1ccc(S(=O)(=O)Nc2cccc3c2O[C@@H](CN(C)Cc2ccc(Cl)c(Cl)c2)[C@H](C)CN([C@H](C)CO)C3=O)cc1
  -39, 2.7, 82, 13
> CO[C@@H]1CN(C)C(=O)c2cc(NC(=O)C3CC3)ccc2OC[C@H](C)N(C(=O)Cc2ccccn2)C[C@H]1C
  15, -0.7, -26, 0
> C[C@H]1CN([C@@H](C)CO)S(=O)(=O)c2ccc(C#Cc3ccncc3)cc2O[C@H]1CN(C)C(=O)C1CCOCC1
  -47, 8.4, ., 9
> C[C@@H]1CN([C@H](C)CO)C(=O)Cc2cc(NC(=O)Nc3ccc(C(F)(F)F)cc3)ccc2O[C@@H]1CN(C)Cc1ccc(C(=O)Nc2ccccc2N)cc1
  -14, -0.6, ?, 23
> COc1cccc(-c2ccc3c(c2)O[C@H](CN(C)Cc2cccnc2)[C@@H](C)CN([C@H](C)CO)S3(=O)=O)c1
  -49, 6.9, 113*, 3
> Cc1ccccc1-c1cnc2c(c1)C(=O)N([C@@H](C)CO)C[C@H](C)[C@H](CN(C)CC1CCOCC1)O2
  33, -1.2, 77, 5
> CO[C@H]1CN(C)C(=O)c2ccc(NS(C)(=O)=O)cc2OC[C@H](C)N(Cc2ccccn2)C[C@H]1C
  6, 2.0, 2, 6
> C[C@H]1CN([C@@H](C)CO)C(=O)c2cccc(NC(=O)c3cnccn3)c2O[C@@H]1CN(C)S(=O)(=O)c1ccccc1
  18, -0.4, -1, .
> C/C=C/c1ccc(C2[C@H]3CNC[C@@H]2N3S(=O)(=O)c2cn(C)cn2)cc1 (some centres undefined)
  6&-35, 0.6, ., -4&-7
> Cc1cccc(S(=O)(=O)N2CCCCN3[C@H](CO)[C@H](c4ccc(C#C[C@H](C)O)cc4)[C@@H]3C2)c1
  -30, -0.6, 74, 15

Sequence of screens: Pf Dd2 inh, GASC1 inh, Tcruzi prolif, C diff HTS
> C[C@H](CO)N1C[C@H](C)[C@@H](CN(C)C(=O)c2ccccn2)Oc2ncc(-c3ccccc3)cc2C1=O
  9, -0.1, 56, .
> O=C(C[C@H]1CC[C@H](NC(=O)c2cccc(F)c2)[C@@H](CO)O1)NCc1ccccc1
  3, 0.8, 29, 2
> N#Cc1cccc(-c2ccc3c(c2)[C@@H]2[C@@H](CCN2S(=O)(=O)c2ccc(F)cc2)[C@@H](CO)N3)c1
  3, 0.4, 24, 0
> CC(C)C#Cc1cnc2c(c1)C(=O)N([C@@H](C)CO)C[C@@H](C)[C@H](CN(C)C(=O)c1ccccc1)O2
  -23, -0.5, 50, -1
> Cc1ccc(S(=O)(=O)Nc2ccc3c(c2)CC(=O)N([C@@H](C)CO)C[C@H](C)[C@@H](CN(C)S(=O)(=O)c2ccccc2)O3)cc1
  5, -2.6, 72, -9
> OC[C@@H]1[C@@H](c2ccccc2)C2(CN(CCC(F)(F)F)C2)N1Cc1nccs1
  -30, -0.7, ., -1
> CC(C)NC(=O)Nc1ccc2c(c1)C(=O)N([C@H](C)CO)C[C@H](C)[C@@H](CN(C)S(=O)(=O)c1cccs1)OCCCC[C@H](C)O2
  ., -0.2, ., 0
> COCC(=O)N(C)C[C@@H]1Oc2cc(-c3ccccc3)ccc2S(=O)(=O)N([C@H](C)CO)C[C@H]1C
  -5, 1.6, 43, 0
> COc1ccc2c3c([nH]c2c1)[C@H](CO)N(C(=O)c1ccc(F)cc1)CC31CCN(C(=O)Nc2ccc(F)cc2)CC1
  -29, -1.6, ., -7
> COc1ccc(C[C@H]2CCc3cnnn3COC[C@H](c3ccccc3)NC2=O)cc1
  ., -2.7, ., -4
> C[C@@H]1CCCCO[C@@H](CN(C)CC2CCCCC2)[C@H](C)CN([C@@H](C)CO)C(=O)c2cc(NC(=O)Cc3ccccc3)ccc2O1
  -26, 0.1, 76, 31
> CO[C@@H]1CN(C)C(=O)c2cc(NC(C)=O)ccc2OC[C@H](C)N(CC2CCCCC2)C[C@@H]1C
  27, -0.7, -12, 1
> CO[C@H]1CN(C)C(=O)c2ccc(NS(=O)(=O)c3ccccc3)cc2OC[C@@H](C)N(Cc2nccs2)C[C@@H]1C
  -10, 0.2, -11, -1
> N#C[C@H]1[C@@H](c2ccc(-c3cccc(F)c3)cc2)[C@@H](CO)N1c1nc(-c2ccccc2)cs1
  25, 1.5, 94, 1
> CC(C)NC(=O)N(C)C[C@@H]1Oc2cc(C#C[C@@H](C)O)ccc2S(=O)(=O)N([C@H](C)CO)C[C@H]1C
  18, 1.1, ., -1
> COc1ccc2c3c([nH]c2c1)[C@@H](CO)N(C(=O)c1ccncc1)CC31CN(C(=O)c2ccncc2)C1
  -5, -0.1, ., -10
> COc1ccc(NC(=O)N(C)C[C@H]2OCCCC[C@@H](C)Oc3ccc(NC(=O)NC4CCCCC4)cc3C(=O)N([C@@H](C)CO)C[C@H]2C)cc1
  -10, 0.5, -44, 0

Entries from the list above that contain a COOH group, in the order listed:
Sequence of screens: Pf Dd2 inh, GASC1 inh, Tcruzi prolif, C diff HTS
> C[C@H]1CN([C@@H](C)CO)C(=O)c2cc(NS(=O)(=O)c3ccc(F)cc3)ccc2O[C@H]1CN(C)Cc1ccc(C(=O)O)cc1
  36, 0.6, 13, 0
> CCCC(=O)Nc1ccc2c(c1)C(=O)N(C)C[C@@H](OC)[C@H](C)CN(Cc1ccccc1C(=O)O)[C@H](C)CO2
  18, -1.4, 14, .
> C[C@@H]1CCCCO[C@@H](CN(C)Cc2ccc(C(=O)O)cc2)[C@@H](C)CN([C@@H](C)CO)C(=O)c2cc(NC(=O)Nc3ccccc3)ccc2O1
  5, 0.4, 42, 0
